Screening data deposited in PubChem BioAssay by Sanford-Burnham Center for Chemical Genomics.
HKDC1 inhibitor: HKDC1 hexokinase inhibitors, primary screen, biochemical, fluorescence, uHTS; Q2TB90; 340,000 tested, 0.16% active; AID 493160, 2011; inhibition, % at 20 µM; recombinant HKDC1, G6PDH/diaphorase resazurin coupled fluorescence;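 active = inhibition above about 35% when tested at 20 µM, limit read from the data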;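 also: plate controls were DMSO wells with enzyme for no effect and DMSO wells lacking enzyme for full effect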
Target sequence (Q2TB90 whole entry, looked up): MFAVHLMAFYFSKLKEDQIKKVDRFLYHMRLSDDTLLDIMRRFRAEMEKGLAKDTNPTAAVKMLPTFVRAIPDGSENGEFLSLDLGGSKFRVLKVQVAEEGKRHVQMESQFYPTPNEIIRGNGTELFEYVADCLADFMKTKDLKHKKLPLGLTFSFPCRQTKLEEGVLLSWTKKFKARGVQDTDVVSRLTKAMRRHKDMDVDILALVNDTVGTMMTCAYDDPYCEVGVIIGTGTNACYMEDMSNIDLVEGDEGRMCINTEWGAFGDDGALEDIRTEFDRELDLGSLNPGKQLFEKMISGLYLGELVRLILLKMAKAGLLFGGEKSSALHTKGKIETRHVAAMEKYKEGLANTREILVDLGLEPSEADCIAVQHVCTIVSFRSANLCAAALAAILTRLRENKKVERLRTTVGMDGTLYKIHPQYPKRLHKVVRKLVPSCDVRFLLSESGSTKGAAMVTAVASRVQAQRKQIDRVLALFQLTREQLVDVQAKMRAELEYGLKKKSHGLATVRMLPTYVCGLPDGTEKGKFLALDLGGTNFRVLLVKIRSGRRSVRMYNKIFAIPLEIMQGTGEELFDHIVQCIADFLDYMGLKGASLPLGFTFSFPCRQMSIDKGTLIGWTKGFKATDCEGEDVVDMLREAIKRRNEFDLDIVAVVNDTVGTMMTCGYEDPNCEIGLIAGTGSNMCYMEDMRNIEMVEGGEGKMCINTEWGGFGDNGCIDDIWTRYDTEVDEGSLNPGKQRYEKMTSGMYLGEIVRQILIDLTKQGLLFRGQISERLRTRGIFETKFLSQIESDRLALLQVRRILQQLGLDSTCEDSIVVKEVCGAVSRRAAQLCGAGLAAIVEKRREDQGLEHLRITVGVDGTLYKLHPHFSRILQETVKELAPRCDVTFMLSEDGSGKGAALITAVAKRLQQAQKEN
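Test system: recombinant HKDC1 (HK5) hexokinase enzyme, produced in-house / Doses: 20 µM test compound, 1% DMSO / Timing: 90 min, room temperature / Detection: G6PDH/diaphorase-coupled fluorescence, 1 mM NADP, 100 µM resazurin, 525/613 nm / Control set: DMSO wells with and without enzyme mix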
Gli-Sufu block: Gli-Sufu pathway antagonists, primary screen, luciferase luminescence, Sufu-KO-LIGHT cells, uHTS. Sufu-KO-LIGHT fibroblasts, Gli luciferase reporter luminescence. inhibition, % at 5 µM. 340,000 tested, 0.74% active;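 active = inhibition above about 55%, limit read from the data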;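 also: 0% = DMSO-treated cells and 100% = wells with medium but no cells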
Numbers without * were called inactive. These rows are one share of the data; rates above refer to the full screens.

Structure	HKDC1 inhibitor	Gli-Sufu block
Cc1ccc(-c2cc(-c3ccccc3)no2)c(O)c1	-12	-66
COc1ccc(-c2nnc(SCC(=O)c3ccc(C)o3)o2)cc1	0	-12
O=C(OCc1ccccc1)N1CCC2CC1c1c(Cl)cccc12 (configuration not stated)	12	-6
Cc1ccc([N+](=O)[O-])cc1-c1ccc(/C=C(\C#N)c2[nH]nc(N)c2C#N)o1	21	-39
Cc1cccc(C)c1OC(=O)c1ccccc1	-5	4
ON=C(CCc1ccccc1)c1ccccc1	-2	-66
C[C@]12CC[C@H](O)CC1=CCC1C2CC[C@@]2(C)C1CC[C@@H]2NC(=O)[C@@H](N)CO (some centres not stated)	0	3
c1cncc(CNCc2ccco2)c1	5	-4
CCN(CC)c1ccc(C(=C2C=CC(=[N+](CC)CC)C=C2)c2ccc(N(CC)CC)cc2)cc1	54*	87*
O=C(NCCOC(=O)Nc1cccc2ccccc12)OCc1ccccc1	-1	5
O=C(CCCl)N1c2ccccc2C=Cc2ccccc21	3	-2
NC(=O)c1ncn([C@@H]2O[C@H](CNCc3cnc(N4CCOCC4)nc3)[C@@H](O)[C@H]2O)n1	-8	-6
Cc1ccccc1S(=O)(=O)N1C[C@H]2CON(C)[C@H]2C[C@H]1c1cccc(Oc2ccccc2)c1	0	4
CCOc1cc(C)nc(N2CCC(C(=O)NCC3CCCO3)CC2)n1 (configuration not stated)	-3	19
CC(=O)N1CCN(c2ccc(Oc3nc(-c4ccccc4)nc4ccccc34)cc2)CC1	1	7
Cn1c(=O)[nH]c(=O)c2c1nc(N1CCN(C(=O)c3ccco3)CC1)n2CCCSc1ncccn1	-9	4
COc1ccc(NC(=O)c2oc3ccccc3c2NC(=O)c2ccc(OC)c(OC)c2)c(OC)c1	1	3
CCOC(=O)NC1(Nc2cccc(Cl)c2)Oc2ccccc2O1	5	11
O=C(CCCOc1ccc(Cl)cc1Cl)Nc1cc(S(=O)(=O)N2CCOCC2)ccc1N1CCOCC1	1	8
COc1cc(C)cc(C(=O)C=Cc2ccccc2)c1O	14	-11
Cn1c(SCC(=O)Nc2ccc(N3CCOCC3)cc2)nnc1C1CC1	0	-9
Cc1ccc(C2OCC(C)([N+](=O)[O-])CO2)cc1 (configuration not stated)	-6	7
O=C(CNC(=O)OCc1ccccc1)NC(Cc1cnc[nH]1)C(=O)O (configuration not stated)	-9	-3
CCn1c(=N)c(C(=O)NC)cc2c(=O)n3cccc(C)c3nc21	-5	5
COc1cc(OCc2ccccc2)c2c(CCC(=O)O)cc(=O)oc2c1	1	1
CCCCCN(C(=O)CCC(=O)OC(C)C(=O)c1ccc(CC)cc1)c1c(N)n(CCCC)c(=O)[nH]c1=O (configuration not stated)	-4	5
ClC1(Cl)CC1CSc1ncn[nH]1 (configuration not stated)	-7	-2
CC(=O)Nc1cc2c(cc1[N+](=O)[O-])-c1ccc(F)cc1C2	-2	-8
CCOC(=O)C(NC(=O)c1ccccc1)C(C)(C)SCc1ccccc1 (configuration not stated)	0	0
O=C(NN=Cc1ccccc1Cl)c1ccc([N+](=O)[O-])cc1	-7	-16
COc1ccc([N+](=O)[O-])cc1NC(=O)Cc1ccc(Cl)cc1	-7	6
Oc1ccccc1CC=NC1CCCCC1	1	-30

Rewritten with values under each structure: part of the list above.
Sequence of screens – HKDC1 inhibitor	Gli-Sufu block
O=C(CCCOc1ccc(Cl)cc1Cl)Nc1cc(S(=O)(=O)N2CCOCC2)ccc1N1CCOCC1
→ 1	8
COc1cc(C)cc(C(=O)C=Cc2ccccc2)c1O
→ 14	-11
Cn1c(SCC(=O)Nc2ccc(N3CCOCC3)cc2)nnc1C1CC1
→ 0	-9
Cc1ccc(C2OCC(C)([N+](=O)[O-])CO2)cc1 (configuration not stated)
→ -6	7
O=C(CNC(=O)OCc1ccccc1)NC(Cc1cnc[nH]1)C(=O)O (configuration not stated)
→ -9	-3
CCn1c(=N)c(C(=O)NC)cc2c(=O)n3cccc(C)c3nc21
→ -5	5
COc1cc(OCc2ccccc2)c2c(CCC(=O)O)cc(=O)oc2c1
→ 1	1
CCCCCN(C(=O)CCC(=O)OC(C)C(=O)c1ccc(CC)cc1)c1c(N)n(CCCC)c(=O)[nH]c1=O (configuration not stated)
→ -4	5
ClC1(Cl)CC1CSc1ncn[nH]1 (configuration not stated)
→ -7	-2
CC(=O)Nc1cc2c(cc1[N+](=O)[O-])-c1ccc(F)cc1C2
→ -2	-8
CCOC(=O)C(NC(=O)c1ccccc1)C(C)(C)SCc1ccccc1 (configuration not stated)
→ 0	0
O=C(NN=Cc1ccccc1Cl)c1ccc([N+](=O)[O-])cc1
→ -7	-16
COc1ccc([N+](=O)[O-])cc1NC(=O)Cc1ccc(Cl)cc1
→ -7	6
Oc1ccccc1CC=NC1CCCCC1
→ 1	-30
